Nrf2 inh: Nrf2 pathway inhibition; A549 ARE-Fluc reporter, luciferase luminescence, 18-24 h; Potency, µM (titrated, usually from 46 µM), without a hit: at the top dose activity change, negative = inhibition, most hits filed as inhibitors; 360,000 tested, 2.1% active; note: potency is the fitted concentration of half-maximal effect; % is set by controls: 0 for no effect and ±100 for the full control effect; nearly all actives have a fitted effect of over 60% in size
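A549 ARE_Fluc cells, 5000/well, 5% FBS OPTI-MEM; compounds in dose-response, 18-24 h at 37 °C/5% CO2; CellTiter-Fluor viability read (Ex 405/Em 525), then BugLite luciferase luminescence = Nrf2 activity.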
HepG2 tox: counter-screen for TGF-b inhibitors: cytotoxicity in HepG2 cells; HepG2 CAGA-GFP viability, ATP luminescence, 18 h; Potency, µM (titrated, usually from 46.1 µM), for inactives: at the top dose activity change, negative = cytotoxicity, usual class: cytotoxic; 410,000 tested, 0.76% active; AID 588856; note: potency is the fitted concentration of half-maximal effect; some results filed as inactive show a strong effect at the top dose
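CellTiter-Glo luminescence gave cytotoxicity after 18 hours at 37 degrees C. The cells were HepG2 CAGA-GFP in 1% FBS DMEM, stimulated with 500 pg/mL TGF-beta after compound addition. %Activity was normalised to no-cell wells (complete cell-killing) and DMSO (no toxicity), and curves were fitted and classified.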
ATXN viability: reduces viability in counter-screen for ATXN expression inhibitors; S2 cells (HEK-293 line with an ATXN2-luciferase reporter) viability, CellTiter-Fluor protease fluorescence, 24 h; Potency, µM (titrated, usually from 56.7 µM), usual class: cytotoxic; 400,000 tested, 0.49% active; AID 651635; note: potency is the fitted concentration of half-maximal effect; nearly all actives have a fitted effect of over 40% in size
IL-1B inflam inh: inhibitors of inflammasome signaling (IL-1 beta secretion); AID 743279; activity change, % at 57.5 µM; 360,000 tested, 4.7% active; THP-1 LPS/ATP IL-1B secretion, AlphaLISA, 16 h; hits give low values; in the data active = activity change below about -50%; inconclusive = mostly about -30% to -49%; note: % is set by controls: 0 for no effect and ±100 for the full control effect
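Secreted IL-1B measured by AlphaLISA bead assay after 16 h compound exposure of THP-1 cells; compounds (final up to 57.5 uM) added 1 h before LPS (250 ng/mL) and ATP (1.25 mM) stimulation; lower signal means less secretion.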
TGFb inhibitor: inhibitors of TGF-b signaling | AID 588855 | Potency, µM (top dose mostly 46.1 µM), for inactives: at the highest dose activity, negative = inhibition, hits mostly inhibitors | 410,000 tested, 1.2% active | HepG2 CAGA-GFP TGF-b/SMAD3 reporter, GFP fluorescence, 18 h; TGF-beta stimulated, 500 pg/mL final; note: potency is the fitted concentration of half-maximal effect; % is set by controls: 0 for no effect and ±100 for the full control effect; nearly all actives have a fitted effect of over 65% in size
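First, reporter cells (HEPG2 CAGA-GFP) rested 2 h at 37 degrees C. Next, compounds were pinned in and TGF-beta added to 500 pg/mL final. After 18 h, GFP was imaged per cell and summed per well.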
MCF10A rereplic: induces DNA re-replication in MCF 10a normal breast cells; AID 624296; MCF 10A DNA re-replication, Hoechst nuclear intensity, 48 h; 350,000 tested, 2.9% active; Potency, µM (top dose mostly 46.1 µM), inactives show top-dose activity, positive = re-replication, most hits filed as activators; note: potency is the fitted concentration of half-maximal effect; % of control where 0% means no effect; nearly all actives have a fitted effect of over 50% in size
ATXN2 expr inh: reduces ATXN2 reporter expression in HEK-293 cells; HEK-293 ATXN2-luciferase reporter, luminescence, 24 h; Potency, µM (titrated, usually from 57 µM), inactives show at the highest dose activity change, negative = inhibition, hits mostly inhibitors; 360,000 tested, 0.72% active; note: potency is the fitted concentration of half-maximal effect; % is set by controls: 0 for no effect and ±100 for the full control effect; nearly all actives have a fitted effect of over 55% in size
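qHTS (up to 57 uM final) was run with 24 h compound exposure of reporter cells at 37 °C. Each well was multiplexed: SteadyGlo luminescence measured ATXN2-luciferase expression after a fluorogenic Gly-Phe-AFC viability readout (25 uM final).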
A549 tox: counter-screen for Nrf2 inhibitors: cytotoxicity in A549 cells | 390,000 tested, 0.16% active | Potency, µM (doses to about 46 µM), for the others: top-dose activity change, negative = cytotoxicity, usual class: inhibitors | A549 ARE-Fluc cells, CellTiter-Fluor viability, 18-24 h; note: potency is the fitted concentration of half-maximal effect; % is set by controls: 0 for no effect and ±100 for the full control effect
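Cytotoxicity counterscreen: CellTiter-Fluor fluorescence was measured in A549 ARE_Fluc cells after 18-24 h of compound exposure in a concentration series. The subsequent BugLite luminescent read reports ARE-luciferase activity.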
Nrf2 activator: activators of Nrf2 (ARE) signaling; AID 624171; AREc32 ARE-luciferase reporter (MCF7-derived line), luminescence, 24 h; 410,000 tested, 0.31% active; Potency, µM (doses to about 46.1 µM), for the others: at the top dose activation, actives largely listed as activators; note: potency is the fitted concentration of half-maximal effect; % of control where 0% means no effect; nearly all actives have a fitted effect of over 65% in size
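For detection, Steady-Glo was added and plates sat 30 min at RT; before that, AREc32_Fluc cells grown overnight in OPTI-MEM/5% FBS had been treated with 23 nL compound for 24 hr at 37 deg C.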
An asterisk follows results filed as active; [ ] = another dose, or the depositor's remark. Unless noted, calls come from the whole dose curve; as a rule, active = well fitted curve in the direction sought with a large enough effect; inconclusive = small, poorly fitted or top-dose-only effect, or another doubt; inactive = no such curve, though single readings can be large; an effect the other way counts as inactive or inconclusive.

How did Cc1occc1-c1n[nH]c(=S)n1CC(C)C do in these assays?
Nrf2 inh: 5.7%; HepG2 tox: -3.1%; ATXN viability: inactive; IL-1B inflam inh: 18.9; TGFb inhibitor: -3.1%; MCF10A rereplic: 9.8%; ATXN2 expr inh: -7.2%; A549 tox: 1.7%; Nrf2 activator: -0.6%

How did COc1ccc(CC(=O)O/N=C(\N)c2ccc(Br)cc2)cc1OC do in these assays?
Nrf2 inh: inconclusive; HepG2 tox: -23.6%; ATXN viability: inactive; IL-1B inflam inh: -8.8; TGFb inhibitor: -17.5%; MCF10A rereplic: 0.3%; ATXN2 expr inh: -19.1%; A549 tox: -11.1%; Nrf2 activator: 3.3%

What do the screens show for `O=C(CNC(=O)c1cccc(-n2cccc2)c1)Nc1ccccc1Br`?
HepG2 tox: 3.2%; ATXN viability: inactive; IL-1B inflam inh: inconclusive; TGFb inhibitor: -0.5%; Nrf2 activator: 15.2%

Results for Cc1ccc(-c2nc3sc4c(c3c(=O)n2N)CCCC4)cc1 ?
Nrf2 inh: inconclusive; HepG2 tox: -2.3%; ATXN viability: inactive; IL-1B inflam inh: -17.6; TGFb inhibitor: 20.7%; MCF10A rereplic: 23.3%; ATXN2 expr inh: 30.6%[activator]; A549 tox: -14.2%; Nrf2 activator: -0.6%

What do the screens show for `NC(=O)C1=C[C@H](c2ccc(C(F)(F)F)cc2)C[C@H](OCc2ccc(CO)cc2)O1`?
Nrf2 inh: 16.5%; HepG2 tox: -1.6%; ATXN viability: inactive; IL-1B inflam inh: -2.7; TGFb inhibitor: 9.8%; MCF10A rereplic: -11.2%; ATXN2 expr inh: 6.5%; A549 tox: -0.9%; Nrf2 activator: 5.1%

Results for COc1ccc(NC(=O)CCC(=O)Nc2nnc(C(F)(F)F)s2)c(OC)c1 ?
Nrf2 inh: -5.0%; HepG2 tox: 3.0%; ATXN viability: inactive; IL-1B inflam inh: 8.6; TGFb inhibitor: -0.8%; MCF10A rereplic: 16.3%; ATXN2 expr inh: -12.2%; A549 tox: 0.7%; Nrf2 activator: -0.9%

What do the screens show for `CCCC(=O)Nc1nnc(SCC(=O)N2C(C)CCCC2C)s1` (stereo not given)?
Nrf2 inh: inconclusive; HepG2 tox: -2.5%; ATXN viability: inactive; IL-1B inflam inh: 10.4; TGFb inhibitor: 18.5%; MCF10A rereplic: -3.8%; ATXN2 expr inh: 21.1%; A549 tox: -18.4%; Nrf2 activator: -0.6%

What do the screens show for `Cc1c(CC(=O)O)c(=O)oc2cc3oc4c(c3cc12)CCCC4`?
Nrf2 inh: -6.2%; HepG2 tox: 14.4%; ATXN viability: inactive; IL-1B inflam inh: -15.3; TGFb inhibitor: 3.4%; MCF10A rereplic: -1.8%; ATXN2 expr inh: 5.0%; A549 tox: -8.3%; Nrf2 activator: 0.4%

Results for Cn1c(SCC(=O)c2ccc(O)cc2O)nnc1-c1ccccc1 ?
Nrf2 inh: 2.0%; HepG2 tox: -15.8%; ATXN viability: inactive; IL-1B inflam inh: -13.5; TGFb inhibitor: -9.6%; MCF10A rereplic: -14.6%; ATXN2 expr inh: 14.0%; A549 tox: 4.7%; Nrf2 activator: -0.1%

How did O=C(NNc1ncnc2sccc12)c1ccc(Cl)cc1 do in these assays?
Nrf2 inh: inconclusive; HepG2 tox: 0.1%; ATXN viability: inactive; IL-1B inflam inh: 8.3; TGFb inhibitor: inconclusive; MCF10A rereplic: -0.1%; ATXN2 expr inh: 14.5%; A549 tox: -6.2%; Nrf2 activator: 8.8%

How did CN(C)Cc1cc(C(C)(C)C)cc(C(C)(C)C)c1O do in these assays?
Nrf2 inh: -4.8%; HepG2 tox: 3.1%; ATXN viability: inactive; IL-1B inflam inh: -12.8; TGFb inhibitor: -0.4%; MCF10A rereplic: 5.8%; ATXN2 expr inh: 7.4%; A549 tox: 5.7%; Nrf2 activator: -0.5%

Results for CCOc1ccc(S(=O)(=O)N2CCCCC2)cc1NC(=O)CN1C(=O)NC(CC)(c2ccccc2)C1=O (stereo not given) ?
Nrf2 inh: -27.7%; HepG2 tox: 2.4%; ATXN viability: inconclusive; IL-1B inflam inh: -2.6; TGFb inhibitor: -7.1%; MCF10A rereplic: -4.5%; ATXN2 expr inh: -7.8%; A549 tox: -8.4%; Nrf2 activator: 2.6%

Results for C=CCn1c(SCc2cccc(F)c2)nc2cc(C(=O)N3CCC(C(N)=O)CC3)ccc2c1=O ?
Nrf2 inh: 3.3%; HepG2 tox: -27.5%; IL-1B inflam inh: inconclusive; TGFb inhibitor: -26.1%; MCF10A rereplic: inconclusive; ATXN2 expr inh: 7.6%; A549 tox: 4.4%; Nrf2 activator: 2.8%

Results for N#Cc1nc(Cc2cccc3ccccc23)oc1NCCN1CCOCC1 ?
HepG2 tox: -10.3%; ATXN viability: inactive; IL-1B inflam inh: -7.8; TGFb inhibitor: 10.4%; MCF10A rereplic: 11.8%; ATXN2 expr inh: -3.9%; A549 tox: 15.3%; Nrf2 activator: -0.6%

What do the screens show for `CC(C)(C)OC(=O)NNC(=S)NC1CCCCC1`?
Nrf2 inh: 8.8%; HepG2 tox: 4.4%; ATXN viability: inactive; IL-1B inflam inh: 17.8; TGFb inhibitor: 18.9%; MCF10A rereplic: 28.1%[9.22 µM]; ATXN2 expr inh: 4.4%; A549 tox: 2.8%; Nrf2 activator: 0.4%

What do the screens show for `O=C1/C(=C\c2cccnc2)SC(=S)N1C1CCS(=O)(=O)C1` (stereo not given)?
HepG2 tox: -15.6%; ATXN viability: inconclusive; IL-1B inflam inh: -78.9*; TGFb inhibitor: -14.4%; MCF10A rereplic: 14.6µM*; ATXN2 expr inh: inconclusive; A549 tox: inconclusive; Nrf2 activator: inconclusive

Results for COc1cc2ccccc2cc1C(=O)Nc1cccc(-c2nc3cc(C)c(C)cc3o2)c1C ?
Nrf2 inh: 13.7%; HepG2 tox: 5.5%; ATXN viability: inactive; TGFb inhibitor: 12.2%; ATXN2 expr inh: 9.7%; A549 tox: 2.3%; Nrf2 activator: -0.7%

What do the screens show for `Cc1cc(C)n(C(=O)c2cccc(S(=O)(=O)N3CCCC3)c2)n1`?
HepG2 tox: 4.6%; ATXN viability: inactive; IL-1B inflam inh: 5.5; TGFb inhibitor: 0.0%; MCF10A rereplic: -2.1%; ATXN2 expr inh: 0.8%; A549 tox: -0.6%; Nrf2 activator: -0.6%

What do the screens show for `O=C(CCS(=O)CCC(=O)NCc1ccccc1)NCc1ccccc1`?
Nrf2 inh: 3.2%; HepG2 tox: -12.0%; ATXN viability: inactive; IL-1B inflam inh: 9.9; TGFb inhibitor: -3.8%; MCF10A rereplic: -4.3%; ATXN2 expr inh: 1.6%; A549 tox: -11.1%; Nrf2 activator: 2.3%

What do the screens show for `O=C(CSc1nnnn1C1CCCCC1)N1CCOCC1`?
Nrf2 inh: 15.4%; HepG2 tox: 2.4%; ATXN viability: inactive; IL-1B inflam inh: -19.6; TGFb inhibitor: 5.5%; MCF10A rereplic: -0.2%; ATXN2 expr inh: 14.9%; A549 tox: 2.8%; Nrf2 activator: 0.0%

Looked up by compound from the entries so far, two records:
How did COc1ccc(CC(=O)O/N=C(\N)c2ccc(Br)cc2)cc1OC do in these assays?
Nrf2 inh: inconclusive; HepG2 tox: -23.6%; ATXN viability: inactive; IL-1B inflam inh: -8.8; TGFb inhibitor: -17.5%; MCF10A rereplic: 0.3%; ATXN2 expr inh: -19.1%; A549 tox: -11.1%; Nrf2 activator: 3.3%

What do the screens show for `CC(C)(C)OC(=O)NNC(=S)NC1CCCCC1`?
Nrf2 inh: 8.8%; HepG2 tox: 4.4%; ATXN viability: inactive; IL-1B inflam inh: 17.8; TGFb inhibitor: 18.9%; MCF10A rereplic: 28.1%[9.22 µM]; ATXN2 expr inh: 4.4%; A549 tox: 2.8%; Nrf2 activator: 0.4%

Further results follow:
How did CC1(C)CN=C(N(C(=O)Nc2ccccc2)c2ccccc2F)S1 do in these assays?
Nrf2 inh: 2.4%; HepG2 tox: -2.9%; ATXN viability: inactive; TGFb inhibitor: 7.8%; MCF10A rereplic: inconclusive; ATXN2 expr inh: 14.5%; A549 tox: 0.2%; Nrf2 activator: 2.9%

How did COC(=O)c1ccsc1NC(=O)CS(=O)(=O)c1ccccc1 do in these assays?
Nrf2 inh: -12.7%; HepG2 tox: -1.9%; ATXN viability: inactive; IL-1B inflam inh: 10.0; TGFb inhibitor: inconclusive; MCF10A rereplic: 6.2%; ATXN2 expr inh: 2.3%; A549 tox: -1.2%; Nrf2 activator: -1.3%

Results for Cc1cc(NC(=O)C2CCCC2)n(-c2nc3ccccc3[nH]2)n1 ?
HepG2 tox: -22.7%; ATXN viability: inactive; IL-1B inflam inh: -15.9; TGFb inhibitor: -1.2%; MCF10A rereplic: 19.8%; ATXN2 expr inh: -33.3%; A549 tox: -1.8%; Nrf2 activator: -0.1%

How did COc1ccc(S(=O)(=O)NCC(c2ccco2)N2CCc3ccccc32)cc1 (stereo not given) do in these assays?
Nrf2 inh: -23.2%; HepG2 tox: -5.1%; ATXN viability: inconclusive; IL-1B inflam inh: -15.6; TGFb inhibitor: inconclusive; MCF10A rereplic: 13.6%; ATXN2 expr inh: -18.9%; A549 tox: 0.7%; Nrf2 activator: -0.3%

What do the screens show for `CCc1ccc(NC(=O)C2CCN(C(=O)[C@@H]3Cc4ccccc4CN3)CC2)cc1`?
Nrf2 inh: inconclusive; HepG2 tox: -7.1%; ATXN viability: inactive; IL-1B inflam inh: -7.7; TGFb inhibitor: -10.7%; MCF10A rereplic: -3.5%; ATXN2 expr inh: -0.3%; A549 tox: 2.1%; Nrf2 activator: 3.2%

Results for COc1cc(C(=O)OC(C)C(=O)N2CCCC2)cc2c1OCCO2 (stereo not given) ?
Nrf2 inh: 3.2%; HepG2 tox: 4.8%; ATXN viability: inactive; IL-1B inflam inh: 5.2; TGFb inhibitor: 7.5%; MCF10A rereplic: -2.9%; A549 tox: 10.7%; Nrf2 activator: -0.6%
